NR3A LBD binder: NR3A (human) ligand-binding domain modulation; NR3A LBD differential scanning fluorimetry, Tm shift; 0% = protein alone, 100% = glycine-bound protein; Tm shift relative to glycine control, % at 25 µM; hit rate 2.5% among 340,000; AID 1259313;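 active = melting temperature shift of at least 10% of the positive control shift, at one fixed dose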
SENP7 block: inhibitors of human SENP7 protease | Q9BQF6 | recombinant SENP7, Z-RLRGG-aminoluciferin luminescence, 40 min | inhibition, % at 5 µM | hit rate 1.5% among 330,000;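 active = inhibition above about 50% at the single test dose, limit read from the data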;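 note: plate controls were DMSO with enzyme for no effect and no enzyme buffer wells for full effect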
PfG6PD inh: PfG6PD (Plasmodium falciparum) enzyme inhibition; PfGluPho enzyme, NADPH resazurin-diaphorase fluorescence; hit rate 0.78% among 350,000; inhibition, % at 20 µM; AID 504690;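 active = inhibition reaching at least a set limit at 20 µM in the primary screen, cut at about 59% in these data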;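 note: 0% = DMSO wells with substrate and 100% = DMSO wells lacking glucose-6-phosphate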
SENP6 inh: blocks the human protease SENP6. Recombinant SENP6 catalytic domain, aminoluciferin luminescence. inhibition, % at 10 µM. AID 2599. Q9GZR1. hit rate 1.8% among 330,000;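 active = inhibition above about 50% at the single tested dose, limit read from the data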;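 note: plate controls were DMSO wells with enzyme for no effect and DMSO wells lacking enzyme for full effect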
Target sequence (Q9GZR1 628-1112 limits assumed): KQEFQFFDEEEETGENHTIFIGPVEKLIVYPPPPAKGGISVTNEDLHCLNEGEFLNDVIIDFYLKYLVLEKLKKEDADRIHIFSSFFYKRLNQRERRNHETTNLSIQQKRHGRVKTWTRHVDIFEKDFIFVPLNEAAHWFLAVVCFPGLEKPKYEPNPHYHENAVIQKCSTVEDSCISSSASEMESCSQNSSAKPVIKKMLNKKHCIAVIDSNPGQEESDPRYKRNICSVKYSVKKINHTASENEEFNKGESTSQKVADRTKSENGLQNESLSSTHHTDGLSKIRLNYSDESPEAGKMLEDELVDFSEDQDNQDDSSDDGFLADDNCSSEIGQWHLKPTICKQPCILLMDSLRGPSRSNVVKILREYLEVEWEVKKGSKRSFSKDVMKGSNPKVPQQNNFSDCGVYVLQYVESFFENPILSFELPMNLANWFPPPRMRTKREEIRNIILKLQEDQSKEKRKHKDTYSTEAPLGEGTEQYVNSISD
HKDC1 inhibitor: inhibitors of human hexokinase HKDC1; hit rate 0.16% among 340,000; inhibition, % at 20 µM; Q2TB90; AID 493160; recombinant HKDC1, G6PDH/diaphorase resazurin coupled fluorescence;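 active = inhibition above about 35% when tested at 20 µM, limit read from the data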;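 note: plate controls were DMSO wells with enzyme for no effect and DMSO wells lacking enzyme for full effect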
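Test system: HK5 enzyme. Quantity: 5 µg/mL HK5 final. Reagent: glucose and ATP substrates. Schedule: 90 min reaction incubation at room temperature, dark. Technique: resazurin-to-resorufin fluorescence via G6PDH and diaphorase coupling, 525/613 nm. Control set: DMSO wells with and without enzyme mix.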
MPTP block: permeability transition pore inhibition | isolated mouse mitochondria, Ca2+ swelling absorbance, 30 min | inhibition, % at 10 µM | hit rate 1.4% among 360,000;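 active = inhibition of 50% or more, scaled per plate between neutral and stimulator controls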;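 note: 0% = DMSO wells given calcium and 100% = 1 mM EGTA wells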
ATG4B inh: ATG4B (human) cysteine protease inhibition; ATG4B cleavage of LC3-PLA2, NBD-HPC fluorescence, 1 h; inhibition, % at 8.33 µM; Q9Y4P1; hit rate 0.51% among 340,000; in the data active = inhibition above about 40%
Target sequence (Q9Y4P1 whole entry, looked up): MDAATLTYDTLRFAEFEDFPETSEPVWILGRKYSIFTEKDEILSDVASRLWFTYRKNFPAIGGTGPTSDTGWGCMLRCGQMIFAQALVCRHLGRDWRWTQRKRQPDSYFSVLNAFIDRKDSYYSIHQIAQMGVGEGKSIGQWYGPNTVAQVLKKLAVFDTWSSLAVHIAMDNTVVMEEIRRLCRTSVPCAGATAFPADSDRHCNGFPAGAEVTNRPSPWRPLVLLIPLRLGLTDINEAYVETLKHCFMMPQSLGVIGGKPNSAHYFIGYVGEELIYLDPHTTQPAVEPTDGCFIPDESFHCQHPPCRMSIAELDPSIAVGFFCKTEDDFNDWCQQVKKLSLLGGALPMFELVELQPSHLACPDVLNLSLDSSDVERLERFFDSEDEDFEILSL
SENP8 block: SENP8 (human) protease inhibition; Q96LD8; recombinant SENP8, Nedd8 substrate fluorescence; inhibition, % at 20 µM; hit rate 0.64% among 360,000; AID 602440; in the data active = inhibition mostly above about 40%, no sharp cut-off; inactive = mostly below about 27%
Target sequence (Q96LD8 whole entry, looked up): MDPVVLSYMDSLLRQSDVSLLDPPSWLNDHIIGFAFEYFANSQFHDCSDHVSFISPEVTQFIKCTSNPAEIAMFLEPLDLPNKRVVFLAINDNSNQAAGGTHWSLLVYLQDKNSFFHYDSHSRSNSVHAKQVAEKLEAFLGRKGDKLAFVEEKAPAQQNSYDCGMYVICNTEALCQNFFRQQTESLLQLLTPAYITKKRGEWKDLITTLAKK
* hit, by the source's call; · = no result given. The order is random; 6.9% or so of the library scored in one or more.

SMILES	NR3A LBD binder	SENP7 block	PfG6PD inh	SENP6 inh	HKDC1 inhibitor	MPTP block	ATG4B inh	SENP8 block
CCOC(=O)Cc1nnc(NC(=O)c2ccco2)s1	-0.1	-5.4	-2.4	-2.8	-1.5	-2.2	-8.4	-14.1
COCCCNC(=O)c1ccc(Cn2c(=O)c3ccccc3n(Cc3cc(C)ccc3C)c2=O)cc1	2.3	0.6	-24.6	-0.9	-11.5	-0.3	-13.0	7.7
Cc1csc(SC(C)C(=O)NCC2CCCO2)n1 (stereo unspecified)	-0.1	3.6	-16.6	-7.2	-6.6	-1.7	1.2	10.9
COC(=O)c1cc2c(=O)n3ccccc3nc2n(Cc2cccnc2)c1=N	-0.8	-9.4	-13.1	1.0	2.9	·	-4.3	·
Cc1ccc(S(=O)(=O)N(C)C)cc1NC(=O)COC(=O)/C=C/c1ccc2ccccc2n1	-1.8	11.4	1.1	11.8	-3.0	-0.5	-4.4	-1.5
C/C(=C\c1ccc(Br)cc1)C(=O)c1c(C)cc(C)[nH]c1=O	-0.9	2.0	0.6	2.8	1.1	0.8	-2.3	26.9
CCOc1ccc(Nc2nnc(Cc3ccc(OC)cc3)c(=O)[nH]2)cc1	-0.7	7.3	11.4	-0.2	-10.8	0.1	-13.4	2.9
O=S(=O)(NCC(c1ccco1)N1CCN(c2ccccc2)CC1)c1ccc(F)cc1 (stereo unspecified)	-1.8	-5.2	2.2	-3.2	6.1	2.4	-1.7	2.9
Cc1ccc2c(nc3s/c(=C\c4ccc(-c5ccccc5C(=O)O)o4)c(=O)n32)c1C	6.1	2.2	24.6	-9.7	9.6	2.4	15.6	-12.8
CCOc1ccc(C(C)(C)C)cc1S(=O)(=O)N1CCOCC1	-1.7	2.5	-7.6	-10.1	-3.7	-0.3	-3.4	10.8
Cc1ccc(-c2csc(NC(=O)c3cccs3)n2)cc1	-0.4	-3.1	-4.5	11.8	0.0	0.0	-1.1	-51.5
Cn1c(O)c(C(C#N)=C2N=c3ccccc3=N2)c2ccccc21	-7.7	13.7	4.0	-2.0	1.5	3.4	-13.0	6.1
O=c1ccc(-c2ccccc2)nn1Cc1ccc(Cl)cc1	0.1	·	3.3	·	-0.4	-0.1	-1.1	-18.4
O=C(NCCN1CCOCC1)C1CCC(CNS(=O)(=O)c2ccccc2)CC1 (stereo unspecified)	-0.1	-2.4	-10.7	9.8	-13.4	0.4	-1.3	7.4
Cc1ccc(CNC(=O)C2CC(c3ccccc3[N+](=O)[O-])=NO2)cc1 (stereo unspecified)	0.9	-5.0	7.5	-21.3	-3.4	-0.2	-8.9	6.5
O=C(COC(=O)c1ccc(O)cc1)Nc1cccc(S(=O)(=O)NC2=NCCCCC2)c1	-1.7	8.8	-3.5	0.1	-4.3	1.0	-7.2	9.8
CCCCN(C(=O)c1ccc(N2CCCC2=O)cc1)c1c(N)n(CCC)c(=O)[nH]c1=O	-3.0	-1.5	-4.8	-8.9	5.8	-2.9	-5.0	3.4
Cc1cc(C)n(-c2ncnc3c2oc2ccccc23)n1	1.4	-0.9	-9.2	-6.2	3.6	-1.0	8.1	-10.0
CC(=O)NC1(C(F)(F)F)NC(=O)N(C2CCCCC2)C1=O (stereo unspecified)	1.9	6.8	-8.9	-3.5	-4.8	-0.1	-0.6	10.7
Cn1c(Cn2c(=O)sc3ccccc32)nnc1SCC(=O)N1CCOCC1	1.1	12.1	-1.7	-18.0	-2.7	-2.1	0.7	4.2
O=C(NC(=S)Nc1ccc(CN2CCOCC2)cc1)c1ccc(-c2ccc(Br)cc2)o1	-1.9	-5.9	2.8	-20.2	-4.6	·	-3.2	·
CCOC(=O)CC(=O)CSc1nc2c(cc1C#N)CCCCCC2	2.0	9.4	-26.6	3.2	21.4	4.3	-1.0	-298.0
CCOC(=O)c1snc(C(=O)NC2CCCCC2)c1N	0.3	25.2	-2.1	13.3	-5.6	-1.4	4.3	-281.2
CCCCNC(=O)c1c[nH]c2ccc(S(=O)(=O)N3CCOCC3)cc2c1=O	0.0	12.6	-6.8	-2.9	-3.4	2.9	7.8	-85.9
O=C(NCC1CCN(Cc2cccc(Cl)c2)CC1)Nc1ccc(Cl)cc1	0.0	1.0	0.1	-25.0	-2.2	3.7	4.4	11.7
Carrying on.
SMILES	NR3A LBD binder	SENP7 block	PfG6PD inh	SENP6 inh	HKDC1 inhibitor	MPTP block	ATG4B inh	SENP8 block
CCN(CC)C(=O)COc1coc(CN2CCN(c3ccccc3F)CC2)cc1=O	-1.5	7.7	-2.5	0.6	0.4	-2.0	6.4	10.9
COc1cc(NC2CCCCC2O)c2nc(-c3ccc(Cl)cc3)ccc2c1 (stereo unspecified)	0.6	30.8	61.2*	44.3	23.0	-0.5	-5.9	-9.1
COc1ccc2c(-c3ccc(S(N)(=O)=O)cc3)c(-c3ccc(S(C)(=O)=O)cc3)sc2c1	-1.8	2.5	11.6	-4.3	-3.6	0.3	-9.8	-371.0
CC(C)C(=O)Nc1nnc(COc2ccc(Cl)cc2)s1	0.9	-6.2	-6.0	-9.0	-4.2	4.0	-3.2	4.3
Cc1occc1-c1nnc(SCC(=O)N2CCc3ccccc32)o1	4.5	7.1	-7.6	-9.8	0.7	1.5	4.0	10.7
Cc1[nH]c2ccccc2c1SCC(=O)NC1CCCCC1	0.3	-3.3	2.0	-9.6	-15.4	1.0	-4.7	4.3
O=C(CCc1ccccc1)N=C1SC2CS(=O)(=O)CC2N1c1cccc(F)c1 (stereo unspecified)	0.5	7.0	-14.1	8.8	-1.9	1.4	-8.0	8.5
CC(C)OC(=O)CSc1nnc(Cc2ccccc2)n1C	-0.5	-8.7	-11.9	-31.2	0.2	-0.5	0.5	1.3
O=C(Cn1cnc2c(nnn2-c2ccc(F)cc2)c1=O)NCC1CCCO1 (stereo unspecified)	-0.8	2.7	-1.2	-2.7	-4.4	0.2	-5.8	10.7
C=CCNC(=O)c1sc(=S)n(-c2ccc(C(=O)OCC)cc2)c1N	-0.1	-6.1	68.5*	6.0	-10.8	-2.6	1.6	8.7
CC(=O)N1CCn2c3c(c(=O)c4cc(C)ccc42)CCC31 (stereo unspecified)	-1.3	28.3	20.0	55.0*	-2.5	-2.8	-6.8	-102.9
CCC(C)(C)NC(=O)C(c1ccccc1Cl)N(C(=O)CCC(=O)Nc1cc(C)on1)C1CC1 (stereo unspecified)	-0.2	-5.1	-1.3	-27.0	-3.4	1.0	-7.0	7.0
CC12CCC(=O)N1C(C(=O)Nc1ccccc1N1CCOCC1)CS2 (stereo unspecified)	-1.6	4.6	13.5	5.2	-0.7	-0.3	-4.1	-0.3
COCCN=C1N[C@@H](c2ccccc2)C(C(=O)OC)=C(C)N1Cc1ccccc1	-0.6	3.1	10.4	2.6	0.6	-0.5	-2.3	-43.0
Nc1c(Cl)ncnc1N1CCN(c2ncnc(Cl)c2N)CC1	0.5	-1.4	14.4	9.3	-11.4	-0.9	-1.9	8.6
COc1ccc(/C=C/C(=O)O)cc1S(=O)(=O)N1CCCc2ccccc21	1.3	6.1	11.9	20.4	10.4	-1.9	9.9	1.4
COc1ccc2c(c1)c1nc3n(c(=O)c1n2CC(=O)Nc1ccccc1)CCS3	-0.5	15.1	-2.3	-0.8	-4.9	-0.2	6.0	-430.5
OCc1nc2nc(Cl)c(Cl)nc2[nH]1	1.1	-2.2	4.5	4.6	-0.5	-2.1	-7.8	-75.0
Cc1ccccc1NC(=O)C1CC(Cl)=CCC1C(=O)O (stereo unspecified)	0.1	-2.3	-6.5	-4.0	0.1	0.8	-4.9	8.4
CCN(Cc1nc2ccccc2c(=O)[nH]1)C(=O)c1cccc(S(=O)(=O)N2CCc3ccccc32)c1	-0.8	4.4	1.5	11.4	-3.6	1.3	-5.1	-0.1
O=C(COC(=O)c1ccccc1-n1cnnn1)c1ccc(Br)cc1	1.9	-6.8	9.5	-8.5	0.4	0.9	7.4	4.2
COC(=O)CSc1nc2cc3c(cc2cc1C#N)OCO3	-1.1	-1.1	-8.5	0.1	-4.7	0.7	3.0	-127.4
O=[N+]([O-])c1cccc(NN=Nc2ccccc2)c1	4.0	69.0*	14.4	63.8*	0.3	0.5	5.3	25.4
COc1ccccc1/C=C1\SC(=O)N(CCC(=O)NCCCn2ccnc2)C1=O	-1.1	-0.8	1.4	2.8	-0.8	-0.7	0.0	-41.1
O=C1c2ccccc2C(=O)N1CC(=O)N1c2ccccc2Sc2ccccc21	-12.0	-2.8	-15.0	7.7	-8.0	0.3	5.6	16.0
Next structures:
SMILES	NR3A LBD binder	SENP7 block	PfG6PD inh	SENP6 inh	HKDC1 inhibitor	MPTP block	ATG4B inh	SENP8 block
Cc1ccc(F)cc1NC(=O)CN1CCN(c2ccccn2)CC1	-1.6	12.2	-2.0	13.2	-2.5	0.8	-4.9	13.2
COc1c(C(C)C)oc2cc3oc(=O)ccc3cc12	-1.9	-7.6	-0.8	-41.9	3.0	-0.6	-8.2	-378.2
COC(=O)c1ccc(CSc2ncn[nH]2)o1	-1.7	2.3	-9.1	12.1	-4.0	1.7	-1.0	1.9
COc1cccc(C2C3CN(C)CC=C3C(C#N)=C(N)C2(C#N)C#N)c1OC (stereo unspecified)	0.3	4.1	-3.8	4.2	1.4	-2.5	-11.7	-369.9
COc1cc2nc(CN3CCN(S(=O)(=O)c4ccc(C)c(C)c4)CC3)[nH]c(=O)c2cc1OC	-0.6	-4.0	-27.6	6.6	-2.1	-2.6	0.5	-0.4
O=[N+]([O-])c1cc([N+](=O)[O-])c(Oc2cc(F)cc(F)c2)cc1NN1CCCCC1	-2.3	-0.5	-1.1	-11.3	-0.9	-0.6	-1.0	28.8
COc1ccc(C(=O)Cn2cnc3ccccc3c2=O)cc1OC	-3.1	-3.6	-6.5	-0.4	2.4	0.1	-1.9	-5.1
CC(=O)Nc1ccccc1OCc1nnc(-c2cccs2)o1	-0.4	1.4	2.6	-14.7	-3.5	-1.7	-8.0	14.1
CCn1cc([N+](=O)[O-])c(C(=O)N2CCCCCC2)n1	-0.6	9.0	-6.0	-18.6	3.7	0.0	8.0	4.3
O=C(NCC1CCCO1)C(=O)N/N=C/c1c(F)cccc1Cl (stereo unspecified)	0.6	-7.2	-4.2	-11.1	-2.2	1.2	-3.7	13.4
O=C(CN1CCCC1)N/N=C/c1c(O)ccc2ccccc12	-1.6	7.4	-4.1	17.3	-8.0	-1.2	-0.9	-7.2
Cc1ccc(N2C(=O)N(CC(=O)Nc3cc(Cl)ccc3C)C(=O)C2C)cc1 (stereo unspecified)	-1.9	3.8	23.1	-2.3	-7.1	-2.6	2.4	5.6
Cc1ccc(Cl)cc1N(CC(=O)NCc1ccccc1)S(C)(=O)=O	3.4	-1.1	8.1	11.9	-3.3	0.0	-4.2	16.5
Oc1cccc(NC(=S)N=Nc2c(O)[nH]c3ccc(Br)cc23)c1	7.6	-1.4	1.9	-7.6	-17.8	34.6	-4.5	25.1
Cc1nnc(SCC(=O)NC2CCCC(C)C2C)n1N (stereo unspecified)	0.4	-11.0	-2.6	-22.0	-9.9	0.6	-19.6	8.9
CN(C)/C=N/C(=S)Nc1ccc(F)cc1	0.1	-0.1	-9.7	7.2	1.3	-2.5	-5.6	13.3
CCN(C(=O)CSc1nccc(=O)[nH]1)C1CCCCC1	-1.5	9.9	-5.7	2.0	-2.9	-0.5	0.9	17.2

A second format for 4 compounds above.
Values run as follows: NR3A LBD binder | SENP7 block | PfG6PD inh | SENP6 inh | HKDC1 inhibitor | MPTP block | ATG4B inh | SENP8 block
CC(=O)Nc1ccccc1OCc1nnc(-c2cccs2)o1
    -0.4 | 1.4 | 2.6 | -14.7 | -3.5 | -1.7 | -8.0 | 14.1
CCn1cc([N+](=O)[O-])c(C(=O)N2CCCCCC2)n1
    -0.6 | 9.0 | -6.0 | -18.6 | 3.7 | 0.0 | 8.0 | 4.3
Oc1cccc(NC(=S)N=Nc2c(O)[nH]c3ccc(Br)cc23)c1
    7.6 | -1.4 | 1.9 | -7.6 | -17.8 | 34.6 | -4.5 | 25.1
COc1c(C(C)C)oc2cc3oc(=O)ccc3cc12
    -1.9 | -7.6 | -0.8 | -41.9 | 3.0 | -0.6 | -8.2 | -378.2

Screens as filed in PubChem BioAssay.
